14-3-3 PPI: modulators of 14-3-3 gamma protein binding, primary screen, biochemical, fluorescence polarization; 14-3-3 protein gamma (Homo sapiens), P61981; FP, 14-3-3gamma / TMR-pS259-Raf peptide binding; inhibition, % at 40 µM; 160,000 tested, 0.19% active; in the data active = inhibition above about 30%;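 also: 0% = protein plus tracer without compound and 100% = blank with tracer alone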
Target sequence (P61981 whole entry, looked up): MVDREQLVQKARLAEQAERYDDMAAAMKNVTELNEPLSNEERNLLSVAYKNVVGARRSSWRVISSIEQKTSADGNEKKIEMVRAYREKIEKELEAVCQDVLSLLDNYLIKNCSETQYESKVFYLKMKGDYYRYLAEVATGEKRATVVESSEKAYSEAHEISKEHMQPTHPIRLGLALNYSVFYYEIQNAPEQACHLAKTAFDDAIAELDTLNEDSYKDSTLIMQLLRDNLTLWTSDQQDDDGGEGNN
* marks the source's active call; other numbers are inactive results; & = joins results of further samples.

Start of the data: the first three records, ahead of the listing:
smiles,14-3-3 PPI
CCOC(=O)Nc1ccc2c(CN3CCN(S(=O)(=O)c4ccccc4)CC3)cc(=O)oc2c1,-3.7
CCOCCCNC(=O)C1CCN(c2cc(C)nc3c(-c4ccc(OC)c(OC)c4)c(C)nn23)CC1,-6.1
CCCNC(=O)CSc1nnc(-c2ccco2)n1C,-1.5

Results, previewed entries included:
smiles,14-3-3 PPI
CCOC(=O)Nc1ccc2c(CN3CCN(S(=O)(=O)c4ccccc4)CC3)cc(=O)oc2c1,-3.7
CCOCCCNC(=O)C1CCN(c2cc(C)nc3c(-c4ccc(OC)c(OC)c4)c(C)nn23)CC1,-6.1
CCCNC(=O)CSc1nnc(-c2ccco2)n1C,-1.5
O=C(NCCN1CCN(Cc2ccc(Br)cc2)CC1)C(=O)Nc1ccc(Cl)cc1,-3.9
CCCS(=O)(=O)N1CCCC(C(=O)N2CCOCC2)C1 (centres undefined),6.5&-3.9
O=C1CC(N2CCN(C3CC(=O)N(CCc4ccccc4)C3=O)CC2)C(=O)N1CCc1ccccc1 (centres undefined),4.2&0.5
CCOc1ccc2[nH]c(S(=O)(=O)CC)nc2c1Cl,-6.3
CC(=O)c1c(N)[nH]c(-c2ccccc2)nc1=S,-7.1
CCCOc1cc(C)nc(-c2ccccc2O)n1,-10.1
CCc1nnc2n1N=C(c1ccc(-c3ccc(Cl)cc3Cl)o1)CS2,-5.8
Cc1cccc(OCc2nnc(SCC(=O)N(C(C)C)C(C)C)n2Cc2ccco2)c1C,-18.6
CC(=O)c1ccc(Oc2ccccc2)cc1,-4.5
COc1ccc(C2CC(=O)C3=C(C2)NC(C)=C(C(=O)OC2CCCC2)C3c2ccncc2)cc1 (centres undefined),1.0
CCOC(=O)c1sc(NC(=O)CSc2nnnn2-c2ccc(C)c(C)c2)nc1C,-3.5
CCc1ccc(C2C(C(=O)Nc3ccccc3OC)=C(C)NC3=C2C(=O)CC(c2ccc(OC)c(OC)c2)C3)cc1 (centres undefined),-4.3
Nc1ncnc(N2CCCCC2)c1[N+](=O)[O-],-5.6
COC(=O)c1ccc2c(c1)N(Cc1ccccc1F)C(=O)c1ccccc1S2=O (centres undefined),1.5
CCCc1oc2ccc(NS(=O)(=O)c3cccc([N+](=O)[O-])c3)cc2c1C(=O)OCC,2.8
CC1CCCN(C(=O)CSc2nc(-c3ccco3)cc(C(F)(F)F)n2)C1 (centres undefined),-7.0
O=C(Nc1ccccc1-c1ccccc1NC(=O)c1ccccc1[N+](=O)[O-])c1ccccc1[N+](=O)[O-],-0.7
CC1=C(C(=O)Nc2ccc(C)cn2)C(c2ccccc2C(F)(F)F)C2=C(CC(C)(C)CC2=O)N1 (centres undefined),1.0
CCc1ccc(N2CC(C(=O)NC3=NCCS3)CC2=O)cc1 (centres undefined),0.7
CCOc1ccc(Nc2cc(N3CCC(=O)CC3)c3noc4c3c2C(=O)c2ccccc2-4)cc1,-243.0
CCS(=O)(=O)N1CCC(C(=O)NCc2cccnc2)CC1,-2.7&-0.9
N=c1c(C(=O)NCc2ccco2)cc2c(=O)n3ccccc3nc2n1C1CCCCC1,-11.4

(more compounds)
smiles,14-3-3 PPI
CC1CCN(CCNS(=O)(=O)c2ccc3c(c2)CCC(=O)N3)CC1,-54.9
COc1cc(C2NC(=O)c3c(sc4c3CCN(C)C4)N2)cc(OC)c1OC (centres undefined),-99.5
Oc1cccc2ccc(C=Cc3cc4c(cc3Br)OCO4)nc12,0.4
Cc1c(C(=O)N2CCN(Cc3ccc4c(c3)OCO4)CC2)sc2ncnc(N3CCC(C)CC3)c12,-1.7
N#CCN1CCN(CCC(=O)Nc2ccc(F)cc2)CC1,-4.0
CC(=O)c1cccc(S(=O)(=O)N(Cc2cc3cc4c(cc3[nH]c2=O)OCCO4)CC2CCCO2)c1 (centres undefined),-2.0
CC(=O)Nc1cccc(NC(=O)CSc2nc3ccc(C)cc3[nH]2)c1,-9.4
CCOC(=O)N1CC=C2C(C#N)=C(N)C(C#N)(C#N)[C@H](c3ccc(OCC)c(OCC)c3)[C@H]2C1,-11.6
Cc1cc(Oc2ccccc2)nc(SCC(N)=O)n1,1.1
Cc1oc2ccc(OC(=O)c3ccco3)cc2c1C(=O)OC(C)C,2.5
CCOc1ccc(N(CC)S(=O)(=O)c2cccc3nsnc23)cc1,-1.7
CCC(=O)Nc1sc2c(c1C(=O)OC)C(C(=O)OC)CC2 (centres undefined),-10.1
O=C(Nc1nccs1)c1cc(S(=O)(=O)N2CCCCC2)ccc1Cl,2.5
CN(C)c1ccc(NC(=O)c2oc(=O)c3ccccc3c2-c2ccccc2)cc1,-21.3
O=C(NC1CCCC1)c1cccc(N2CCCC2=O)c1,-7.9
CCn1c(SCc2cccc(C(F)(F)F)c2)nnc1-c1ccco1,-14.9
CCC(C)NC(=O)c1cc(-c2ccccc2O)on1 (centres undefined),-1.8
CC1(C)CC(=O)c2c(Cc3ccccc3)noc2C1,6.1
CC12CC(NC(=O)N1c1ccc(Br)cc1)c1cc(Br)ccc1O2 (centres undefined),-2.2
Cc1nc(Cl)sc1C(=O)O,-0.9
CCOC(=O)C1=CN(C(C)C)C=C(C(=O)OCC)C1c1ccc(C(F)(F)F)cc1,-0.4
Cc1nn2c(-c3ccccc3)nnc2c2ccccc12,-1.9
CCOC(=O)CSc1nnc(CSc2nc3sc4c(c3c(=O)[nH]2)CCC4)n1C,1.4
CC(C)CCN1CC(C(=O)NC(C)C)CC1=O (centres undefined),-5.0&-1.4
CCCS(=O)(=O)N1CCCC(C(=O)NCc2ccco2)C1 (centres undefined),-11.0&-12.9

Looked up above.
For 14-3-3 PPI, Cc1c(C(=O)N2CCN(Cc3ccc4c(c3)OCO4)CC2)sc2ncnc(N3CCC(C)CC3)c12 reads -1.7
For 14-3-3 PPI, CCC(C)NC(=O)c1cc(-c2ccccc2O)on1 (centres undefined) reads -1.8

Further records
smiles,14-3-3 PPI
COC(=O)C1=CN(C(C)C)C=C(C(=O)OC)C1c1cccc(OC)c1,-2.7
O=C(O)Cn1c(=O)[nH]c2ccsc2c1=O,-4.5
Cc1c(N=Cc2ccc(N(C)C)c([N+](=O)[O-])c2)c(=O)n(-c2ccccc2)n1C,-1.8
N#CCCCN1C(=O)C(O)(CC(=O)c2ccc3c(c2)OCCO3)c2ccccc21 (centres undefined),-2.8
CCCCCCCOC(=O)C1=C(C)Nc2nnnn2C1c1ccc(Br)cc1 (centres undefined),-4.6
COc1ccc(CCNS(=O)(=O)c2ccc3ccccc3c2)cc1,0.2
Cc1ccc(NC(=O)c2c(N)sc3c2CCCC3)cc1C,-97.5
Cc1ccc(CCN=c2c([N+](=O)[O-])nn(-c3cccc(C)c3)n2O)cc1,-3.4
CC1(C)Cc2c(sc3nc4n(c(=N)c23)CCCCC4)CO1,0.0
CCOC(=O)C(NCc1ccccn1)(NC(=O)c1cccnc1)C(F)(F)F (centres undefined),2.1
O=C(NC1CC1)c1ccc(Cn2c(SCc3cccc(F)c3)nc3ccccc3c2=O)cc1,2.0
O=C(Nc1cccc(C(=O)Nc2ccc(S(=O)(=O)O)c3cc(S(=O)(=O)O)cc(S(=O)(=O)O)c23)c1)Nc1cccc(C(=O)Nc2ccc(S(=O)(=O)O)c3cc(S(=O)(=O)O)cc(S(=O)(=O)O)c23)c1,3.8
CC(C)CCNC(=O)C1CCC(Cn2c(=O)[nH]c3ccccc3c2=O)CC1 (centres undefined),-0.8
Cc1ccc(C(=O)COC(=O)c2ccc(Oc3c(Cl)cccc3[N+](=O)[O-])cc2)cc1,-5.9
Cc1ccc2c3c1C1(C(=O)N3C(C)(C)CC2C)C(C#N)=C(N)Oc2cc(O)ccc21 (centres undefined),-8.3
O=C(CSc1n[nH]c(-c2ccccc2O)n1)N1CCCc2ccccc21,2.5
COC(=O)c1nnn(CC(=O)Nc2ccc(Oc3ccccc3)cc2)c1N,-5.9
O=C(NCc1ccco1)C(c1ccccc1F)N(Cc1cccnc1)C(=O)Cn1nnc2ccccc21 (centres undefined),-0.3
Cn1c(SCC(=O)Nc2ccc(Br)cc2)nnc1-c1ccc(N)cc1,-3.5
COC(=O)c1ccc(CSc2nc3ccccc3s2)cc1,-5.1
CC1(C)CC(=O)c2c(nn(-c3ccccn3)c2-c2ccc(F)cc2)C1,-8.2
O=C(O)c1ccc2c(c1)OCCOCCOCCOCCO2,-5.7
COc1ccc(-c2ccc(C=Cc3cc(C(F)(F)F)[nH]c(=O)n3)o2)cc1Cl,-164.3
Cc1ccc(C2CC(=O)Nc3cc4c(cc32)OCCO4)s1 (centres undefined),-7.5&-8.3
Nc1ccc(-c2cc(-c3cccc(N)c3)nc(-c3ccccc3)n2)cc1,-8.4

Copied from the entries so far, 4 compounds:
smiles,14-3-3 PPI
COC(=O)C1=CN(C(C)C)C=C(C(=O)OC)C1c1cccc(OC)c1,-2.7
O=C(O)Cn1c(=O)[nH]c2ccsc2c1=O,-4.5
Cc1c(N=Cc2ccc(N(C)C)c([N+](=O)[O-])c2)c(=O)n(-c2ccccc2)n1C,-1.8
N#CCCCN1C(=O)C(O)(CC(=O)c2ccc3c(c2)OCCO3)c2ccccc21 (centres undefined),-2.8

Continued.
SMILES	14-3-3 PPI
Cc1c(C(=O)O)c(=S)sn1CCOc1ccccc1	-9.5
Cc1ccc(NC(=O)CN(Cc2ccccc2)S(=O)(=O)c2ccc(Br)cc2)cc1C	-18.5
CCCSc1nnc2c(n1)OC(c1ccc3c(c1)OCO3)N(C(C)=O)c1ccccc1-2 (centres undefined)	1.9
CN=C(NC)SC1CC(=O)N(c2ccccc2)C1=O (centres undefined)	-2.0&4.5
CCN(CC)CCNC(=O)c1cn(C)c(=O)c2c1c1ccccc1n2C	-2.7
CCOC(=O)c1ccc(NC(=O)Cn2cccc2)cc1	-4.3
CCOC(=O)c1ccc(NC(=O)C2CC(=O)NC(=Nc3ccc(OC)cc3)S2)cc1 (centres undefined)	-3.9
Cc1nc2ccccc2c(=S)n1-c1cccc(C(F)(F)F)c1	-8.3
CCN1C(=O)c2cccc3c(S(=O)(=O)Nc4nc5c(s4)CCCC5)ccc1c23	0.4
Cc1cc2c(=O)n(CC(=O)Nc3ccc(Cl)cn3)cnc2s1	-3.4
Cc1sc2ncnc(SCC(=O)O)c2c1C	-6.8
COc1ccc2nc3oc(C(=O)N4CCN(c5ccccc5F)CC4)cc3cc2c1	0.6
CCCCOc1ncnc2c1[nH]c1ccc(F)cc12	-3.4
COc1ccccc1NC1=C(N2CCCCC2)C(=O)c2ccccc2C1=O	9.2
CC1CCc2c(sc(NC(=O)C(C)Oc3cccc(Cl)c3)c2C(=O)Nc2ccccn2)C1 (centres undefined)	-18.6

The results go on.
SMILES	14-3-3 PPI
C(=Nc1cccc2ccccc12)c1ccccc1	-1.5
CCOc1cccc2c1OC1(C)C(C(=O)N(C)C)C2NC(=S)N1CCOC (centres undefined)	-3.6
Nc1ncnc(SC2=NCCS2)c1[N+](=O)[O-]	2.0
COc1ccc(NC(=O)N2CCn3c2nc2ccccc23)cc1	6.8
O=C1C=C(Nc2ccc(Cl)cc2)C(=O)N1c1ccccc1	-74.1
C=CCOC(=O)C(C#N)c1nc2ccccc2nc1N1CCC(C(=O)OCC)CC1 (centres undefined)	11.6
Cn1c(=O)[nH]c(=O)c2c1nc(N1CCCC1)n2CC(O)COc1ccccc1 (centres undefined)	-1.6
CC1=C(C(=O)OCc2ccccc2)C(c2ccc([N+](=O)[O-])cc2)C2=C(CC(C)(C)CC2=O)N1 (centres undefined)	0.9
COC(=O)c1ccc(NC(=O)CN(c2ccc(C)cc2)S(=O)(=O)c2c(C)n[nH]c2C)cc1	-2.4
O=C(COC(=O)C1(c2ccc(F)cc2)CCCC1)N1CCN(C(=O)c2ccco2)CC1	-1.7
CC(C)CN(CC(C)C)c1ccc([N+](=O)[O-])cc1C=Nc1ccc(N2CCOCC2)cc1	-1.8
COCCNC(=O)CSc1nc2ccccc2c(=O)n1CC1CCCO1 (centres undefined)	-0.2&-2.5
O=c1c2sccc2[nH]c(=S)n1CC1CCCO1 (centres undefined)	-4.5
O=c1[nH][nH]c(=O)c2cc(N3CCCC3)ccc12	0.8
CC(C)Cn1cc(C(=O)N2CCCC2)c2c3ccccc3n(C)c2c1=O	-7.0

Next records follow.
SMILES	14-3-3 PPI
COc1cc(C(=O)Nc2nc3ccc4nc(C)sc4c3s2)cc(OC)c1OC	-34.0
Cc1cc(C)n2nc(-c3ccc(C(C)(C)C)cc3)cc2n1	-18.1
CCN1C(=O)CC(N2CCC(Nc3ccc(OC)cc3)CC2)C1=O (centres undefined)	16.3
COc1ccccc1C(=O)Nc1nnc(-c2ccc(Cl)cc2)o1	-5.5
Cc1ccc2nc(SCC(=O)NCCOC34CC5CC(CC(C5)C3)C4)[nH]c2c1	11.4
O=C(c1ccco1)N1CCN(C(=O)C(Cc2ccccc2)NS(=O)(=O)c2cccs2)CC1 (centres undefined)	2.2
COC(=O)c1cccc(NC(=O)NC2CCCN2S(=O)(=O)c2ccc(Cl)cc2)c1 (centres undefined)	0.2
COc1ccccc1Cn1c(=S)[nH]c2cc(C(=O)N3CCC(C(N)=O)(N4CCCCC4)CC3)ccc2c1=O	-8.3
COc1ccc(OC)c(NC(=O)C2CC(=O)N(c3ccccc3)C2)c1 (centres undefined)	-4.2
COc1cccc(C2C3=C(CC(C)(C)CC3=O)Nc3ccccc3N2C(C)=O)c1 (centres undefined)	-2.3
CC(C)c1nccn1CCC(=O)O	0.0
CC1(C)CC(NC(=O)c2ccccc2Cl)CC(C)(C)N1	-3.8
Cc1ccc(N2C(=O)C3C(c4ccc(N(C)C)cc4)NN(C(=O)c4cccc(Br)c4)C3C2=O)cc1 (centres undefined)	-54.5
O=C(c1scc2c1CCCC2)N1CCN(c2ccccc2)CC1	0.4
CCN(c1cccc(C)c1)C(C(=O)NC1CCCC1)c1ccc(Cl)cc1 (centres undefined)	-4.3
COc1cc2c3c(c1)C1(C(=O)N3C(C)(C)C=C2C)C(C#N)=C(N)Oc2cc(C)oc(=O)c21 (centres undefined)	3.8
COc1ccc(-n2nnc3c(SCC(=O)Nc4ccc5c(c4)OCCO5)ncnc32)cc1	-11.9
Cc1nn(CC(=O)Nc2ccc(C(=O)N3CCCCC3)cc2)c(=O)c2ccccc12	-0.7

Bioassay records (PubChem)

A portion of the library, so the mix of outcomes need not match the whole.
